# Screens deposited in PubChem by Broad Institute.
# RAD54 branch: RAD54 (human) branch migration inhibition; RAD54 Holliday junction branch migration, FAM/BHQ fluorescence; AID 602329; inhibition, % at 10.4 µM; 0.14% of 360,000 active; Q92698;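 active = mean normalized replicate activity at least 40 and at least half of replicates scoring 40 or more; inconclusive = only one of the two criteria met; inactive = mean below 40 and under half of replicates reaching 40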;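 also: 0% = median of neutral control wells and 100% = median of positive control wells; inhibitors cause a drop in the FAM fluorescence signal; in these data hits start at about 50%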
# Target sequence (Q92698 whole entry, looked up): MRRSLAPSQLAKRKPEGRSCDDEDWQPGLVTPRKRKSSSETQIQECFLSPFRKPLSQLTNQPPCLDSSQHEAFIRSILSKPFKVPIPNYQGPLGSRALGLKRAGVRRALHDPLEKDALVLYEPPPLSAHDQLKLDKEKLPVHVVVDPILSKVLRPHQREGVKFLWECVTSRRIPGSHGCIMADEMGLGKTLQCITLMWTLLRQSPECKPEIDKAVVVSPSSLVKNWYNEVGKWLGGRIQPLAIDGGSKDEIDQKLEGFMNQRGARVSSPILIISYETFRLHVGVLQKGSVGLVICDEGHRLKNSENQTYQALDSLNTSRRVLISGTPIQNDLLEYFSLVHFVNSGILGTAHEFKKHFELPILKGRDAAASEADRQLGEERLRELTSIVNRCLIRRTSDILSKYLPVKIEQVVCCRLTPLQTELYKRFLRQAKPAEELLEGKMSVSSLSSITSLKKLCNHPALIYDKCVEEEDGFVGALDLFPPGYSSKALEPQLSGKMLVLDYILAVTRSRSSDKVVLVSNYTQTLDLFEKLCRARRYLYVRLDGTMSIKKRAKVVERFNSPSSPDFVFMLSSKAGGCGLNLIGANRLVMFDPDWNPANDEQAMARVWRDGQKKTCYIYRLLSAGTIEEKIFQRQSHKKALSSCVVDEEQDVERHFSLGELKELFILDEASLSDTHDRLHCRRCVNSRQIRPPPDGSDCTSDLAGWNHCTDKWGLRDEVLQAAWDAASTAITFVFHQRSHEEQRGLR
# E-sel inducer: induces E-selectin expression in human endothelial cells; AID 686992; HUVEC E-selectin immunofluorescence imaging; normalized: neutral wells 0, TNF-alpha wells 100; activation, % at 7.58 µM; 0.37% of 260,000 active; P16581;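 active = mean E-selectin-positive cell signal at least 10% of the positive control, reached in at least 60% of replicates, without over 20% cell loss; inconclusive = no rule given, readout overlaps actives, possibly toxicity-flagged; inactive = the rest, including those meeting only one limit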;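 also: in these data hits start at about 27%; measured in HUVEC primary endothelial cells; signal is the percent of cells scored E-selectin positive by PE staining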
#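 System: HUVEC, human umbilical vein endothelial cells; quantity: 3,000 cells/well; buffer or medium: EGM-2 medium, gelatin-coated wells; dosing: single-point compound dose; detection: immunofluorescence imaging; evaluation: % PE-positive cells; benchmarks: TNF-alpha, DMSO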
# Xi reactivation: X-chromosome reactivation activator; XiGFP mouse fibroblasts, % GFP-positive cells imaging, 3 d; cells co-treated with 5-aza-dC sensitizer; scaled so ellipticine positive control = 100%; activation, % at 7.58 µM; 0.055% of 360,000 active; AID 743238;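 active = mean normalized replicate activation at least 10% and every replicate at or above 10%; inconclusive = only one of the two criteria met; inactive = mean below 10% and not all replicates reach 10%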;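 also: 0% = median of on-plate neutral control wells and 100% = ellipticine 6 µM median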
#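 System: XiGFP fibroblasts, SV40-immortalized. Medium: DMEM plus 5-aza-dC sensitizer. Doses: single point. Timing: 3 d treatment, 15 min room-temperature fixation. Control set: ellipticine 6 µM.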
# DENV2 CPE rescue: protects cells from dengue virus 2 cytopathic effect; DENV2-infected cells, cytopathic effect rescue, plate reader; CPE inhibition, % at 9.99 µM; 1.7% of 350,000 active; AID 651640; in the data active = CPE inhibition above about 20%, passing the limit was not always enough; inconclusive = no clear call, values can overlap the other calls; tested in BHK-21 cells;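 also: 0% = median of neutral control wells and 100% = median of positive control wells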
# CASP6 VEID inh: inhibitors of human caspase-6; P55212; purified caspase-6, Z-VEID-R110 cleavage fluorescence; inhibition, % at 12.5 µM; 0.53% of 350,000 active; AID 686996;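 active = mean inhibition across replicates at least about 35%, with every replicate also reaching that limit, limit read from the data; inconclusive = only one of the two criteria met; inactive = neither criterion met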;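 also: 0% = median of neutral control wells and 100% = no fluorescence left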
# Target sequence (P55212 24-179 limits assumed): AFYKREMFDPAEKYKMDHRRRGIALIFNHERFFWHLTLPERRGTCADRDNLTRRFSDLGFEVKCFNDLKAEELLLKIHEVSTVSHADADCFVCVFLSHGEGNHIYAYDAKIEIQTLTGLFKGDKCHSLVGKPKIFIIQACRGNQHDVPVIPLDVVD
# Target sequence (P55212 194-293 limits assumed): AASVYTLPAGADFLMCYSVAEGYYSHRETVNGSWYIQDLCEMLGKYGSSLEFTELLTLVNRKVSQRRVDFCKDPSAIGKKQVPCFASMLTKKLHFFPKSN
# CFTR F508del cor: correctors of CFTR F508del function in bronchial epithelial cells; AID 720511; activity (quench increase), % at 7.58 µM; 0.36% of 350,000 active; CFBE cells, YFP halide quenching; stimulated with forskolin plus potentiator P3; % fluorescence drop versus neutral controls;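 active = mean added fluorescence quench of at least 8% versus neutral control, with both replicates also reaching 8%; inconclusive = only one of the mean or replicate conditions met; inactive = mean below 8% and not both replicates reaching 8%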;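 also: cells transiently co-express mutant CFTR-F508del with the halide-sensitive YFP; corrector assay measuring rescue of mutant channel to the surface after 24 h compound exposure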
# RAD52 anneal inh: inhibitors of human RAD52 DNA annealing; recombinant RAD52 DNA annealing, FRET fluorescence; inhibition, % at 18.7 µM; 0.46% of 360,000 active; AID 651710;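 active = every replicate showing at least 50% inhibition; inconclusive = mean inhibition at least 50% but not in every replicate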
# INS-1E GSIS act: GLuc luminescence reporter in INS-1E cells, primary screen for activators of glucose-dependent secretion of insulin. INS-1E GLuc reporter insulin secretion, 2-3 h. activation, % at 16.6 µM. 0.61% of 370,000 active. AID 743287;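 active = lowest replicate activation of at least 40%, so every replicate reaches that level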;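 also: 0% = median of neutral control wells and 100% = median of IBMX positive control wells; some compounds called inactive have numbers as strong as hits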
# * hit, by the source's call; u = inconclusive; x = not tested or not shown.
SMILES,RAD54 branch,E-sel inducer,Xi reactivation,DENV2 CPE rescue,CASP6 VEID inh,CFTR F508del cor,RAD52 anneal inh,INS-1E GSIS act
CC(C)c1ccc(/C=C2\SC(=S)N(CC(=O)NCCCN3CCOCC3)C2=O)cc1,2.3,0.6,0.0,-2.4,-3.7,1.2,-9.0,-3.8
Cn1ccc2c(-c3cncc4ccccc34)cc3c(c21)C1CCC3O1 (centres undefined),-0.7,-1.9,0.1,-2.5,x,-3.8,-9.9,-5.4
CCN(CC)CCNCC1C(=O)O[C@@H]2C[C@@]3(C)CCC[C@H](C)C3=C[C@H]12 (some centres undefined),-5.5,-0.2,0.1,0.6,-105.1,-1.5,7.0,26.0
CNC[C@@H]1OCCCC[C@@H](C)Oc2ccc(NS(=O)(=O)c3ccc(OC)cc3)cc2C(=O)N([C@H](C)CO)C[C@H]1C,5.5,0.4,0.0,0.1,1.7,-1.6,-73.7,3.0
S=C(NCCc1ccccc1)N1CCN(C2CCCCC2)CC1,2.4,1.5,0.0,14.4,4.2,2.3,-1.9,-6.3
COC(=O)[C@H](C)NC(=O)N1CCC(Cc2ccccc2)CC1,3.7,x,0.0,-2.2,-0.8,-2.6,-6.2,21.0
CCCn1c2ccccc2c2cnn(CC(=O)O)c(=O)c21,-10.7,x,0.0,-4.7,-1.9,2.8,-9.3,7.6
Cc1oc(CC(C)C)c(CN)c1C(=O)O,0.6,x,x,-0.4,5.5,0.8,-12.7,4.7
COc1ccc(CC(N)c2csc(NC(=O)Nc3cccc(C(F)(F)F)c3)n2)cc1 (centres undefined),0.8,-0.1,0.7,-9.5,-5.4,0.7,-117.9,-48.5
O=C1CCC(c2ccc3ccccc3c2)O1 (centres undefined),-3.6,0.0,0.0,-3.0,-3.1,0.3,-3.5,12.1
O=S(=O)(NCC[C@H]1CC[C@@H](NS(=O)(=O)c2ccccc2Cl)[C@@H](CO)O1)c1ccc(Cl)cc1,5.9,-1.2,-0.2,-9.2,3.8,0.4,9.3,-8.8
CC(C)(C)OC(=O)n1cc(CCO)c2ccccc21,-4.7,x,0.0,-2.1,1.0,-0.1,-22.0,20.7
COC(=O)c1ccc(C2NC(=O)c3ccccc3O2)cc1 (centres undefined),-5.3,-0.5,0.4,14.3,0.4,-0.5,-4.2,-0.8
Cc1cc(Nc2ccc(F)c(Cl)c2)n2ncnc2n1,5.4,-0.1,0.1,3.6,-2.1,-1.3,-12.0,16.3
CCOc1ccc(NC(=O)CCN2C(=S)NC(C)(C)CC2C)cc1 (centres undefined),x,-1.3,0.0,-0.2,-0.4,-2.7,-16.5,2.2
O=C(Nc1ccc(F)cc1)N[C@@H]1CC[C@H](CCn2cc(C3(O)CCCC3)nn2)O[C@H]1CO,-9.1,0.9,-0.3,x,4.8,-1.2,-17.1,8.5
C[C@@H]1CN([C@H](C)CO)S(=O)(=O)c2ccc(-c3ccc(F)cc3)cc2O[C@H]1CN(C)C(=O)C1CCOCC1,5.2,-2.5,-0.7,5.4,0.9,-1.2,-3.8,10.1
Cc1cc(F)ccc1S(=O)(=O)N1CCCOC1CNC(=O)C(=O)NCCCN1CCOCC1 (centres undefined),-24.7,-0.1,-0.1,-3.4,-20.3,-0.3,-11.8,-16.8
O=C(COc1ccc(Cl)cc1)NCCCNC(=O)c1cccnc1,4.6,1.9,0.3,6.4,-2.2,-2.9,-8.5,4.7
CC(C)(C)OC(=O)N/N=C/c1cccn1-c1ccc([N+](=O)[O-])cc1,1.1,2.4,0.0,-8.9,0.5,2.9,-1.2,x

# Reprinted from the part before: two compounds; new compounds follow.
SMILES,RAD54 branch,E-sel inducer,Xi reactivation,DENV2 CPE rescue,CASP6 VEID inh,CFTR F508del cor,RAD52 anneal inh,INS-1E GSIS act
O=C(COc1ccc(Cl)cc1)NCCCNC(=O)c1cccnc1,4.6,1.9,0.3,6.4,-2.2,-2.9,-8.5,4.7
CC(C)(C)OC(=O)N/N=C/c1cccn1-c1ccc([N+](=O)[O-])cc1,1.1,2.4,0.0,-8.9,0.5,2.9,-1.2,x
Cc1cc(C(=O)OCC(=O)c2cccs2)c2ccccc2n1,x,x,0.0,-3.9,0.8,-4.6,-1.6,7.1
Nc1nc(Cl)nc2c1ncn2[C@@H]1O[C@H](CO)[C@@H](O)[C@H]1O,-4.5,1.5,-0.1,12.7,-0.5,3.9,2.7,x
COc1ccccc1NC(=O)c1ccc2c(c1)CCN2S(C)(=O)=O,-6.5,x,0.1,-0.8,-0.2,-1.0,-7.8,15.6
COc1cc(C(=O)N2CCN(c3ccccc3)CC2)c([N+](=O)[O-])cc1OC,6.3,-3.0,0.2,-0.3,x,0.7,12.8,-1.8
C[C@@H]1CN([C@H](C)CO)S(=O)(=O)c2ccc(C3=CCCC3)cc2O[C@H]1CN(C)C(=O)CC1CC1,-0.4,9.5,-0.3,-8.6,1.8,1.9,-0.5,-5.6
Cc1ncoc1C(=O)NCCC(c1ccccc1)c1ccccc1,x,x,-0.1,-4.0,3.0,-1.9,-17.4,-20.7
CCCCc1nc2cc(C(=O)N3CCN(c4cnccn4)CC3)ccc2o1,12.4,-0.8,0.0,15.8,1.9,2.0,-2.5,3.3
CC1(C)CN(c2ccccc2)C(=O)[C@H]1CC(=O)Nc1ccccc1,x,-0.3,0.0,-11.9,-1.3,-0.2,-9.4,-16.4
Nc1nnc(Sc2ncccc2[N+](=O)[O-])s1,2.5,-2.4,0.2,3.9,5.2,-2.7,-11.8,-1.4
COc1ccccc1NS(=O)(=O)c1cc(C(=O)N2CCN(C/C=C/c3ccccc3)CC2)ccc1C,0.0,6.2,0.1,-6.2,-134.2,-0.4,12.4,-23.6
COc1ccc2nc(NC(=O)C3CCCN(S(=O)(=O)c4c(C)noc4C)C3)sc2c1 (centres undefined),-6.8,0.1,0.1,6.3,3.9,-0.8,-4.8,-18.3
COc1ccc(N2CCN(C(=O)C(=O)c3cc(OC)c(OC)c(OC)c3)CC2)cc1,x,-7.1,0.0,4.5,-1.7,1.7,-5.7,3.8
CSc1nc(O)c(C(c2ccccc2)c2c(O)nc(SC)[nH]c2=O)c(=O)[nH]1,-0.2,x,-0.2,15.6,5.4,x,-0.9,x
Cc1ccccc1NC(=O)CCN1C(=O)c2ccccc2C1=O,-0.5,x,0.0,-7.3,-1.3,-10.9,-17.8,-6.7
Cc1ccc2nc(-c3ccccc3)c(Cc3ccccc3C(F)(F)F)n2c1,3.3,-0.1,0.1,u,-1.3,-1.8,-57.9,x
O=C(Nc1ccc(F)cc1)c1ccc(Cn2cnnn2)cc1,x,6.6,0.9,5.9,0.0,-2.3,0.5,1.6
C[C@H]1CN([C@@H](C)CO)C(=O)CCCn2cc(nn2)CO[C@H]1CN(C)Cc1ccc(Oc2ccccc2)cc1,6.4,-0.1,-0.1,4.7,-0.9,-2.2,11.1,-7.6
CC(=O)C1=C(c2ccccc2)NC(=O)NC1c1ccc2c(c1)OCO2 (centres undefined),1.0,0.0,0.2,3.8,-1.4,-1.8,-28.9,-4.7
NS(=O)(=O)c1ccc(N/N=C/c2cn(-c3ccccc3)nc2-c2cccs2)c([N+](=O)[O-])c1,-2.6,x,0.0,-7.1,x,0.7,-12.5,0.0
Cc1c(C(=O)Nc2c(F)cccc2F)sc2ncn(CC(=O)N3CCCCC3)c(=O)c12,-5.1,x,0.0,2.8,x,-4.2,-34.5,-13.5
COCCn1c(SCC(=O)Nc2cccc(NC(C)=O)c2)nc2c([nH]c3ccccc32)c1=O,-2.9,1.6,1.9,-3.2,3.2,-0.4,7.6,3.2
CCCOc1ccc(N2CC(C(=O)NCCc3ccc(OC)c(OC)c3)CC2=O)cc1 (centres undefined),x,-0.1,0.0,-3.6,3.9,0.5,-9.8,-11.9
Cc1ccccc1NC(=O)N1CCCN(c2ccc(C#N)cn2)CC1,-6.4,0.1,0.0,1.3,2.7,0.3,-13.6,2.8
COc1ccc(S(=O)(=O)N(C)C[C@@H]2Oc3ccc(NS(C)(=O)=O)cc3CC(=O)N([C@@H](C)CO)C[C@@H]2C)cc1,-6.2,x,0.4,12.0,-5.6,-2.1,11.7,-14.0
CN(C)C(=O)NC(NC(=S)Nc1ccccc1)C(Cl)(Cl)Cl (centres undefined),9.2,0.1,0.0,1.7,0.2,0.9,-9.1,-18.7
CCNC(=O)C[C@H]1CC[C@@H]2[C@H](COc3ccc(NC(=O)c4cc(C)on4)cc3C(=O)N2C)O1,-0.7,-0.1,0.0,2.9,-4.1,-2.0,-3.2,-5.0
COc1ccc(S(=O)(=O)N(C)C[C@H]2Oc3c(NC(=O)Nc4ccccc4)cccc3C(=O)N([C@@H](C)CO)C[C@H]2C)cc1,x,0.4,0.3,x,x,-1.7,x,3.4
Cc1ccc(S(=O)(=O)N2CCOCC2)cc1NC(=O)COC(=O)Cc1cccs1,x,x,0.0,-3.9,2.7,-0.6,-1.1,-4.4
NS(=O)(=O)c1cccc(NC(=O)CC2(CC(=O)O)CCCC2)c1,x,0.0,0.3,2.1,-2.7,-2.0,-9.2,12.8
CC1CCc2nn(CC(=O)Nc3ccc(F)cc3F)cc2C1 (centres undefined),0.0,x,0.2,13.9,-1.4,-0.7,-7.8,-3.0
Cc1nc(N2N=C(c3ccc(Cl)cc3)CC2c2ccco2)sc1C(=O)N(C)C (centres undefined),-1.1,-0.1,0.3,-2.8,17.3,-1.1,-133.5,16.5
COc1cc([N+](=O)[O-])c(N2CCOCC2)c([N+](=O)[O-])c1OC,x,0.8,-0.1,-10.1,-2.1,0.7,-6.9,3.5
CCCn1c(SCC(=O)Nc2cc(Cl)ccc2Cl)n[nH]c1=O,-5.1,0.1,0.0,-5.4,-1.3,0.1,-6.6,x
CN(C)CCOCCOc1ccc(Cl)cc1Br,-0.7,-0.1,0.0,17.3,-3.1,1.3,-6.1,2.1
CCNC(=O)C[C@H]1CC[C@@H]2[C@H](COC[C@@H](O)CN2C(=O)CC)O1,-2.0,0.1,0.0,-4.7,-3.9,-2.1,-17.5,14.8
CCCCN1C(=S)NC[C@@H]1Cc1ccc(O)cc1,8.9,0.0,0.0,-1.1,5.6,-4.1,-11.4,11.4
Nc1[nH]n2c(=O)cc(-c3ccccc3)nc2c1N=Nc1ccc(S(N)(=O)=O)cc1,x,x,0.0,3.7,1.7,0.3,-8.0,-7.5
CC1(C)OCC(C2CC(c3ccccc3)NS(=O)(=O)O2)O1 (centres undefined),-6.3,x,0.3,-17.5,-0.7,-0.1,-9.3,3.0
Cc1c(-c2cc(C(=O)O)c3ccccc3n2)cnn1C,-5.6,-0.1,0.0,-0.6,-2.5,-2.4,-2.9,x
CCOCCCNC(=O)CN1C(=O)COc2ccc(S(=O)(=O)N3CC(C)CC(C)C3)cc21 (centres undefined),-9.3,x,0.2,18.7,-0.4,-4.5,-16.0,-6.0
CC(C)n1nc(C(=O)NCCCN2CCCC2=O)c2ccccc2c1=O,9.4,-0.1,0.0,2.5,-0.8,-4.5,-3.4,9.3
CCCNC(=O)C1(CC2CC(c3ccccc3)=NO2)CCNCC1 (centres undefined),-3.3,-0.2,0.0,-1.7,-5.1,-1.4,-34.6,x
